High-throughput results as filed in PubChem.
HKDC1 inhibitor: blocks human hexokinase HKDC1 activity. inhibition, % at 20 µM. recombinant HKDC1, G6PDH/diaphorase resazurin coupled fluorescence. AID 493160. actives 0.16% (n = 340,000). Q2TB90;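 active = inhibition above about 35% when tested at 20 µM, limit read from the data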;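 also: plate controls were DMSO wells with enzyme for no effect and DMSO wells lacking enzyme for full effect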
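Material – in-house recombinant HK5 (HKDC1) enzyme · Quantity – HKDC1 at 5 µg/mL · Buffer or medium – pH 8.0 Tris buffer with 10 mM MgCl2 · Reagent – glucose with 1 mM ATP · Dosing – single 20 µM dose · Times – reaction time 90 min, room temperature, protected from light · Technique – resorufin fluorescence at 613 nm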
SENP8 inh: inhibitors of human SENP8 protease; purified SENP8, Z-RLRGG-aminoluciferin cleavage, luminescence; inhibition, % at 10 µM; actives 1.2% (n = 330,000)
UBC13 inh: human UBC13 polyubiquitination inhibition | actives 0.47% (n = 330,000) | inhibition, % at 20 µM | UBC13 polyubiquitin chain formation, TR-FRET | AID 485273 | P61088; in the data active = inhibition above about 45%, passing the limit was not always enough
Jurkat NFkB inh: inhibitors of the PMA/ionomycin-induced NF-kB reporter in Jurkat cells; inhibition, % at 4 µM; PMA/ionomycin-induced NF-kB luciferase reporter, luminescence; actives 0.53% (n = 330,000); AID 435003
697 NFkB inh: inhibitors of the PMA/ionomycin-induced NF-kB reporter in 697 B cells; 697 B-cell NF-kB luciferase reporter, 16 h; inhibition, % at 4 µM; actives 0.33% (n = 330,000); in the data active = inhibition above about 35%
Apaf1 inhib: human Apaf-1 inhibition | O14727 | reconstituted apoptosome caspase-3 activity, DEVD-Rh110 fluorescence | inhibition, % at 20 µM | actives 0.71% (n = 330,000); active = inhibition of at least 40% at 20 µM;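 also: plate controls were DMSO wells for no effect and DEVD-CHO caspase inhibitor wells for full effect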
Target sequence (O14727 whole entry, looked up): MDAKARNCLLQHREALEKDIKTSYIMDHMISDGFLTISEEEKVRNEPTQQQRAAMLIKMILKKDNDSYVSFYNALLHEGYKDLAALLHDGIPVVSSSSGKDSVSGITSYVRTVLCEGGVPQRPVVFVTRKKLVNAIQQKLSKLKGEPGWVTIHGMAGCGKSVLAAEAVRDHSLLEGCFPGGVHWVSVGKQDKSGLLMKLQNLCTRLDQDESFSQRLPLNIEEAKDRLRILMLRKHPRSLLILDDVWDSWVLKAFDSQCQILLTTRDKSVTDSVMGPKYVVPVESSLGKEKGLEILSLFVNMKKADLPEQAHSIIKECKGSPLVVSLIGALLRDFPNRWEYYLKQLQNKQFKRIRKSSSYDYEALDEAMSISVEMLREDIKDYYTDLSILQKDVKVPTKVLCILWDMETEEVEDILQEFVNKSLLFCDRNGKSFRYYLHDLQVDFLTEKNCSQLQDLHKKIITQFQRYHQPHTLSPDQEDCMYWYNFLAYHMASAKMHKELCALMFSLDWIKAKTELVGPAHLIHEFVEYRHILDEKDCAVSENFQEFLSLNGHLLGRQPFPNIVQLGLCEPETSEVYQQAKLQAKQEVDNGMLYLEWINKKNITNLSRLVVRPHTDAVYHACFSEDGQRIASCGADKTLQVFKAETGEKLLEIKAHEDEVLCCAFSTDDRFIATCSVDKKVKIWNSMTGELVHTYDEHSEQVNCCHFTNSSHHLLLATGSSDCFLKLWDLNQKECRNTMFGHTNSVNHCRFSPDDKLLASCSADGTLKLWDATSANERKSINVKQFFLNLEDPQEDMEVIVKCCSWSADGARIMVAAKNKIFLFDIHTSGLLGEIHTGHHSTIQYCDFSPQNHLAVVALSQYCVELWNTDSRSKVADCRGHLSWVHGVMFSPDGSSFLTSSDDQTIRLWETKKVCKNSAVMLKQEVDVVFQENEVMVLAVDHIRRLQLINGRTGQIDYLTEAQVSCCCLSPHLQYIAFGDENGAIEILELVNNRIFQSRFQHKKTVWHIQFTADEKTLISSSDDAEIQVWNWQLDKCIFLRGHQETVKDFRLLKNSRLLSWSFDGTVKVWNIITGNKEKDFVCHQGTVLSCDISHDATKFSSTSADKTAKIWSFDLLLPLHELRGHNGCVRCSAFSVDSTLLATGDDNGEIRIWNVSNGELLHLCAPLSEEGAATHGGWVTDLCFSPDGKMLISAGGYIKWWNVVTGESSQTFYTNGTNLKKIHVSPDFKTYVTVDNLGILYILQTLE
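Material: cell-free apoptosome with Apaf-1, procaspase-3 and caspase-9; Buffer or medium: Hepes pH 7.5 with detergent and BSA; Reagent: cytochrome c trigger plus (Z-DEVD)2-Rh110 caspase-3 substrate; Times: compound with Apaf-1, dATP, procaspase-3 30 min, then 50 min reaction, room temperature; Technique: Rh110 fluorescence intensity.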
SENP7 inh: inhibitors of human SENP7 protease | recombinant SENP7, Z-RLRGG-aminoluciferin luminescence, 40 min | actives 1.5% (n = 330,000) | inhibition, % at 5 µM | AID 434973 | Q9BQF6;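 active = inhibition above about 50% at the single test dose, limit read from the data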;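 also: plate controls were DMSO with enzyme for no effect and no enzyme buffer wells for full effect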
Gli-Sufu block: antagonists of Gli-Sufu signaling; inhibition, % at 5 µM; actives 0.74% (n = 340,000); Sufu-KO-LIGHT fibroblasts, Gli luciferase reporter luminescence; AID 588413;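 active = inhibition above about 55%, limit read from the data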;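 also: 0% = DMSO-treated cells and 100% = wells with medium but no cells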
* hit, by the source's call. Rule as the data show it, unless noted: active = inhibition above about 50%; inactive = the rest.

(1) CSc1ncccc1C(=O)Nc1ccncc1
(2) S=c1[nH]c2ncccc2o1
(3) Cc1nc2ccccc2c(-c2ccccc2)c1C(=O)c1ccccc1
(4) CC(=O)c1cnc2c(-c3ccccc3)cnn2c1C
(5) CCCCc1nc2cc(C(=O)N3CCCCC3CCNC(C)=O)ccc2o1 (centres undefined)
(6) CSc1ccccc1NC(=O)c1ccccc1N(Cc1ccccc1)S(C)(=O)=O

Screen / compound no.	1	2	3	4	5	6
Jurkat NFkB inh	0	1	-11	0	-5	6
HKDC1 inhibitor	-5	-13	-1	-3	-2	-9
SENP8 inh	0	5	-1	-6	-6	-2
697 NFkB inh	-1	17	-48	-48	-2	9
Apaf1 inhib	1	-7	15	9	-4	-6
SENP7 inh	9	6	0	-8	-12	-5
UBC13 inh	3	5	-1	-4	-7	17
Gli-Sufu block	-1	0	11	-30	11	3

(7) COc1ccc(/C=N/NC(=S)Nc2c(C)n(C)n(-c3ccccc3)c2=O)cc1OC
(8) COP(=O)(OC)C(Nc1ccc(Cl)cc1)c1ccccc1 (centres undefined)
(9) COc1cccc(C(=O)Oc2cc3c4c(c2)C(C)=CC(C)(C)N4C(=O)C3=O)c1
(10) COc1ccc(CCNC(=O)c2ccc(NC3=NC4CS(=O)(=O)CC4S3)cc2)cc1OC (centres undefined)
(11) O=C1c2ccccc2C(=O)C12OC2c1cccc2ccccc12 (centres undefined)
(12) CCCCSc1nnc(C)c(=O)[nH]1

Screen / compound no.	7	8	9	10	11	12
Jurkat NFkB inh	1	-3	21	4	12	1
HKDC1 inhibitor	2	-3	24	-2	13	-4
SENP8 inh	-2	9	-12	-2	53*	-12
697 NFkB inh	17	3	-2	-5	16	13
Apaf1 inhib	-7	-1	25	-3	94*	0
SENP7 inh	7	-5	-6	0	0	-13
UBC13 inh	-9	-1	-26	9	-47	0
Gli-Sufu block	4	1	-3	-7	18	10

(13) O=C(NC1CCCCCCC1)c1ccc(F)cc1
(14) O=S(=O)(NC1CCCCC1Nc1ccccc1)c1ccccc1 (centres undefined)
(15) Cc1ccc(N2CC(C(=O)OCC(=O)C(C)(C)C)CC2=O)cc1 (centres undefined)
(16) CCOC(=O)C1=NOC(COc2ccccc2C=O)C1 (centres undefined)
(17) O=C(C1CCN(C2CCN(C/C=C/c3ccccc3)CC2)CC1)N1CCOCC1
(18) C/C(=N\O)C(C)(C)Nc1ccc(Br)cc1

Screen / compound no.	13	14	15	16	17	18
Jurkat NFkB inh	-53	-20	10	20	-15	8
HKDC1 inhibitor	-3	5	-1	-11	1	-4
SENP8 inh	-4	-10	0	9	8	-12
697 NFkB inh	-88	-21	2	11	23	-18
Apaf1 inhib	2	2	-9	4	-3	-3
SENP7 inh	-5	-6	1	5	12	-7
UBC13 inh	-1	-1	7	-12	-2	-3
Gli-Sufu block	-38	18	-1	-6	-2	-4

(19) O=C(N/N=C/c1ccc(O)c(O)c1O)/C(=C/c1ccc([N+](=O)[O-])cc1)NC(=O)c1ccccc1
(20) COc1cc(NC(=O)COc2cc(O)c3c(c2)OC(C)(C)CC3=O)cc(OC)c1
(21) CN1CCN(CC(=O)Nc2c(C(=O)C3CC3)oc3ccccc23)CC1
(22) O=C(O)c1ccc(N2C(=O)CC(Cc3ccccc3)C2=O)cc1 (centres undefined)
(23) c1ccc2c(c1)CSc1ccccc1N2
(24) O=C(O)c1cccc(N2CCCC2=O)c1

Screen / compound no.	19	20	21	22	23	24
Jurkat NFkB inh	2	7	-12	-14	-39	-2
HKDC1 inhibitor	25	2	-3	-5	5	-4
SENP8 inh	0	1	8	-12	-5	11
697 NFkB inh	-10	7	-3	10	-64	17
Apaf1 inhib	36	-5	0	3	-3	-21
SENP7 inh	2	7	-5	-5	2	-1
UBC13 inh	-13	17	-5	-9	-1	2
Gli-Sufu block	-7	-6	9	-9	-7	9

(25) CCc1nnc(NC(=O)CSc2nnc(-c3ccco3)n2CCOC)s1
(26) O=C(c1cccc(OC2CCN(Cc3ccc(F)cc3Cl)CC2)c1)N1CCCC1
(27) CCCSCCCNC(=O)Cn1c(=O)c2cccn2c2ccccc21
(28) CC1C(=O)C(C)C(c2ccc([N+](=O)[O-])cc2)NC1c1ccc([N+](=O)[O-])cc1 (centres undefined)
(29) COc1ccc2c(c1)/C(=N/OC(=O)c1cccs1)CCC2
(30) COC(=O)c1ccc(-n2cnc3ccccc32)nc1

Screen / compound no.	25	26	27	28	29	30
Jurkat NFkB inh	-11	14	-3	-1	2	-14
HKDC1 inhibitor	15	-2	-5	-3	22	-1
SENP8 inh	-4	7	-2	0	-10	-4
697 NFkB inh	16	-10	7	-10	5	-28
Apaf1 inhib	-1	11	2	-2	8	3
SENP7 inh	2	-3	3	0	8	-1
UBC13 inh	-1	0	1	-8	0	-1
Gli-Sufu block	0	32	5	13	2	-38

(31) CNC(=O)Nc1ccc2nc(C)oc2c1
(32) CCN(C(=O)c1ccccc1F)c1nc(-c2ccc(OC)cc2)cs1
(33) CN(C)C(CNC(=O)c1ccccc1C(F)(F)F)c1ccco1 (centres undefined)
(34) CCc1ccc(OCC(=O)Oc2ccc([N+](=O)[O-])cc2)cc1
(35) CN(Cc1ccccc1)C(=O)CC(=O)N(C)Cc1ccccc1
(36) Fc1ccccc1N1CCN(Cc2nc(-c3ccc(Cl)cc3Cl)no2)CC1

Screen / compound no.	31	32	33	34	35	36
Jurkat NFkB inh	-4	-78	-1	-8	-12	-4
HKDC1 inhibitor	-7	0	-5	-1	-4	2
SENP8 inh	-1	-8	-8	-15	5	0
697 NFkB inh	-13	-117	-1	-4	0	11
Apaf1 inhib	-13	0	6	4	-3	15
SENP7 inh	11	5	-5	-13	4	-1
UBC13 inh	-4	-14	1	-12	0	1
Gli-Sufu block	2	-47	-19	38	15	-13

By substructure: the compounds so far with a furan ring, fused or not
(21) CN1CCN(CC(=O)Nc2c(C(=O)C3CC3)oc3ccccc23)CC1
(25) CCc1nnc(NC(=O)CSc2nnc(-c3ccco3)n2CCOC)s1
(33) CN(C)C(CNC(=O)c1ccccc1C(F)(F)F)c1ccco1 (centres undefined)

Screen / compound no.	21	25	33
Jurkat NFkB inh	-12	-11	-1
HKDC1 inhibitor	-3	15	-5
SENP8 inh	8	-4	-8
697 NFkB inh	-3	16	-1
Apaf1 inhib	0	-1	6
SENP7 inh	-5	2	-5
UBC13 inh	-5	-1	1
Gli-Sufu block	9	0	-19

Additional entries.
(37) COc1ccccc1CCC(=O)OCC(=O)Nc1cc(S(=O)(=O)N2CCOCC2)ccc1C
(38) COC(=O)c1[nH]c2ccccc2c1CN1CCOCC1
(39) CN1CCC(NC(=O)Nc2ccc(Br)cc2)CC1
(40) CCCCCc1cc(=O)[nH]c(=S)[nH]1
(41) Oc1ccc(-c2cnc(-c3ccc(O)cc3)nc2)cc1
(42) CCC1CCCCN1C(=O)c1c[nH]c2ccc(S(=O)(=O)N(C)c3ccc(Cl)cc3)cc2c1=O (centres undefined)

Screen / compound no.	37	38	39	40	41	42
Jurkat NFkB inh	4	-7	2	8	-97	15
HKDC1 inhibitor	2	-7	-3	-8	4	-7
SENP8 inh	1	1	-2	8	24	-13
697 NFkB inh	18	10	25	5	-173	7
Apaf1 inhib	12	5	-13	3	-11	16
SENP7 inh	5	2	-4	1	-1	-10
UBC13 inh	4	-5	9	3	5	9
Gli-Sufu block	-12	5	-3	3	-63	6

Copied from above, compounds 40–42
(40) CCCCCc1cc(=O)[nH]c(=S)[nH]1
(41) Oc1ccc(-c2cnc(-c3ccc(O)cc3)nc2)cc1
(42) CCC1CCCCN1C(=O)c1c[nH]c2ccc(S(=O)(=O)N(C)c3ccc(Cl)cc3)cc2c1=O (centres undefined)

Screen / compound no.	40	41	42
Jurkat NFkB inh	8	-97	15
HKDC1 inhibitor	-8	4	-7
SENP8 inh	8	24	-13
697 NFkB inh	5	-173	7
Apaf1 inhib	3	-11	16
SENP7 inh	1	-1	-10
UBC13 inh	3	5	9
Gli-Sufu block	3	-63	6

Going on with the list:
(43) CCc1ccc(N(C(=O)c2csnn2)C(C(=O)NC(C)(C)C)c2ccccn2)cc1 (centres undefined)
(44) O=C(O)CCn1c(-c2ccccc2)cc2c1CCCC2=O
(45) COC(=O)CCS(=O)(=O)c1cc(Cl)ccc1Cl
(46) CCSc1nc2ccccc2c(=O)n1C1CCOC(C)(C)C1 (centres undefined)
(47) COc1cccc(-c2cc(C(=O)Nc3cc(C)on3)no2)c1
(48) O=C(NC1CCCCC1)C(c1ccccc1F)N(Cc1ccco1)C(=O)c1ccccn1 (centres undefined)

Screen / compound no.	43	44	45	46	47	48
Jurkat NFkB inh	-26	-5	5	-13	-29	8
HKDC1 inhibitor	-2	1	-11	-8	13	-4
SENP8 inh	-2	3	-4	-8	0	2
697 NFkB inh	-10	4	17	-1	2	14
Apaf1 inhib	-7	2	-14	14	-7	1
SENP7 inh	0	8	-3	-7	19	-1
UBC13 inh	6	8	-5	-6	-8	3
Gli-Sufu block	13	41	-1	-5	-9	-13

(49) CCN(CC(=O)Nc1ccc(NC(C)=O)cc1)C(=O)CN1C(=O)C2CCCCC2C1=O (centres undefined)
(50) O=c1[nH]c2c(c(=O)n1Cc1ccccc1)CCC2
(51) COC(=O)CCC(=O)NNC(=O)c1ccc([N+](=O)[O-])cc1
(52) CC(=O)Nc1ccc(-c2csc(NC(=O)CN3C(=O)NC4(CCCC4)C3=O)n2)cc1
(53) O=C(CSc1nc2ccccc2[nH]1)NCc1ccc(F)cc1
(54) Cc1ccc(S(=O)(=O)N(C)CC(=O)N(CC(C)C)C2CCS(=O)(=O)C2)cc1 (centres undefined)

Screen / compound no.	49	50	51	52	53	54
Jurkat NFkB inh	0	-6	4	-9	-1	-9
HKDC1 inhibitor	-2	3	-8	2	-1	-6
SENP8 inh	-21	-9	-11	-2	-8	-11
697 NFkB inh	4	-7	-6	-9	13	-10
Apaf1 inhib	12	-300	5	-12	-4	5
SENP7 inh	-17	-3	1	14	-7	-18
UBC13 inh	-2	-5	-9	-9	-8	-1
Gli-Sufu block	-1	-7	-3	-3	25	-2

(55) COc1ccc(N(CC(=O)N2CCc3ccccc3C2)S(C)(=O)=O)cc1Cl
(56) CC1CCCN(C(=O)COC(=O)Cc2ccc(Cl)cc2)C1 (centres undefined)
(57) CCOc1ccc(NC(=O)COC(=O)c2ncc(Cl)c(Cl)c2Cl)cc1
(58) C[C@]12CCC(O)CC1=CCC1C2CC[C@]2(C)/C(=N\NC(N)=S)CCC12 (some centres undefined)
(59) CCN(CC(=O)NCc1cccs1)C(=O)CN(C)S(=O)(=O)c1ccc(C)cc1
(60) CS(=O)(=O)N1CCN(c2ccccc2NC(=O)C(c2ccccc2)c2ccccc2)CC1
(61) CC(=O)Nc1cccc(C(=O)NC2CCCc3c2cnn3-c2ccccc2F)c1 (centres undefined)

Screen / compound no.	55	56	57	58	59	60	61
Jurkat NFkB inh	-1	4	1	14	13	-2	6
HKDC1 inhibitor	-9	-1	-7	-1	-6	-7	-3
SENP8 inh	4	2	-11	-8	16	-1	-1
697 NFkB inh	7	-1	-9	-6	14	21	7
Apaf1 inhib	0	1	1	4	-5	0	-3
SENP7 inh	-1	4	-6	-3	1	2	4
UBC13 inh	-5	4	-13	-9	0	11	1
Gli-Sufu block	4	-4	28	45	-6	6	-2

Retrieved by structure from the entries so far, five records:
(57) CCOc1ccc(NC(=O)COC(=O)c2ncc(Cl)c(Cl)c2Cl)cc1
(55) COc1ccc(N(CC(=O)N2CCc3ccccc3C2)S(C)(=O)=O)cc1Cl
(56) CC1CCCN(C(=O)COC(=O)Cc2ccc(Cl)cc2)C1 (centres undefined)
(59) CCN(CC(=O)NCc1cccs1)C(=O)CN(C)S(=O)(=O)c1ccc(C)cc1
(58) C[C@]12CCC(O)CC1=CCC1C2CC[C@]2(C)/C(=N\NC(N)=S)CCC12 (some centres undefined)

Screen / compound no.	57	55	56	59	58
Jurkat NFkB inh	1	-1	4	13	14
HKDC1 inhibitor	-7	-9	-1	-6	-1
SENP8 inh	-11	4	2	16	-8
697 NFkB inh	-9	7	-1	14	-6
Apaf1 inhib	1	0	1	-5	4
SENP7 inh	-6	-1	4	1	-3
UBC13 inh	-13	-5	4	0	-9
Gli-Sufu block	28	4	-4	-6	45
